Bioassay records: PubChem, National Center for Advancing Translational Sciences (NCATS)
KCNH2 3.1 block – inhibitors of human KCNH2 3.1 potassium channel isoform | U2OS KCNH2 3.1, thallium flux FluxOr; stronger effect = lower value | activity change, % (tested at about 1.8 µM) | 0.95% of 340,000 active;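 active means maximum activity change below -70%; inconclusive means maximum activity change from -70% to -50%; inactive means maximum activity change above -50%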;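 further: thallium influx rate constant from kinetic fluorescence after stimulation buffer; on the % scale 0 is the no-effect control and ±100 the full control effect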
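U2OS cells transduced with KCNH2 3.1 mutant virus (1.77 x 10^8 /mL, 4 h), plated overnight at 37 C, loaded 45 min with FluxOr dye plus Red40 quencher. Thallium flux rate constant from kinetic reads after stimulation buffer, normalised to controls.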
Giardia killer – Giardia lamblia killing. Giardia lamblia trophozoite viability. activity change, % at 7.66 µM, hits read low. 0.15% of 340,000 active. AID 540267; in the data active means activity change below about -80%; inconclusive means between about -30% and that limit;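 further: parasites exposed to compound for two days anaerobically before the ATP read; on the % scale 0 is the no-effect control and ±100 the full control effect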
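Giardia trophozoites, 100 cells per well, were exposed to compounds for 48 hrs at 37 deg C under anaerobic conditions; viability was then read as ATP content by bioluminescence after 15-30 min at room temperature.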
KCNH2 WT inh – blocks the wildtype human KCNH2 potassium channel. Q12809. U2OS, BacMam KCNH2, thallium flux FluxOr; stronger effect = lower value. activity change, % at 1.84 µM. 0.37% of 340,000 active;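 active means maximum activity change below -70%; inconclusive means maximum activity change between -70% and -50%; inactive means maximum activity change above -50%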; further: on the % scale 0 is the no-effect control and ±100 the full control effect
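U2OS cells were transduced with wild-type KCNH2 virus (2.03 x 10^8 / mL) for 4 h at room temperature, then cultured overnight at 37 C. Thallium flux was read with FluxOr dye. Rate constants were normalized to DMSO controls.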
Menin MLL FP TR – menin-MLL binding inhibition, Texas Red mutant peptide | 0.23% of 270,000 active | Menin + Texas Red MLL mutant peptide, fluorescence polarization | Potency, µM (series often up to 61.6 µM), for the others: top-dose FP activity change, negative = inhibition, usual class: inhibitors | O00255; active means well fitted inhibition curve with a large enough effect in the polarisation, with a control signal flat, not every such curve was filed as active; inconclusive means small, poorly fitted or top-dose-only effect, or effect the other way, or a change in a side signal; inactive means no such curve, though single readings can be large or run the other way; the % refers to the polarisation; further: potency means the concentration at half of the fitted maximal effect; % of control where 0% means no effect; many of its hits are not listed in these tables
GALK inh – inhibitors of human galactokinase; Purified GALK, Kinase-Glo residual ATP luminescence; Potency, µM (series often up to 57.5 µM), without a hit: at the highest dose activity change, negative = inhibition, hits mostly inhibitors; 0.007% of 270,000 active; AID 1868; further: potency means the concentration at half of the fitted maximal effect; on the % scale 0 is the no-effect control and ±100 the full control effect
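Kinase-Glo Plus luminescence measured ATP left after a 1 h room-temperature reaction. The reaction used 5 nM GALK, 100 uM galactose and 35 uM ATP at pH 8.0 (20 mM HEPES, 5 mM MgCl2, 60 mM NaCl, 1 mM DTT, 0.01% BSA).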
USP2a block – inhibitors of human ubiquitin-specific protease USP2a | Potency, µM (doses to about 38.3 µM), inactives show top-dose activity change, negative = inhibition, hits mostly inhibitors | USP2 core, Ub-CHOP2 coupled fluorogenic reporter, 485/531 | O75604 | AID 463254 | 0.01% of 330,000 active;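 further: potency means the concentration at half of the fitted maximal effect; plate controls were DMSO wells for no effect and full inhibition by NEM control for full effect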
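Deubiquitinase activity read as fluorescence (485/531 nm) after Ub-CHOP2 cleavage activates the enterokinase reporter on its substrate; USP2 core 10nM, Ub-CHOP2 and substrate 25nM each, 30min compound preincubation then 60min RT; data normalized to NEM, curves fitted.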
PKM2 activator – activators of human pyruvate kinase M2; purified PKM2, Kinase-Glo ATP luminescence, activation; response scale: 0% is enzyme alone, no compound; Potency, µM (top dose mostly 57.5 µM), for inactives: at the top dose activation, usual class: activators; 0.34% of 260,000 active; further: potency means the concentration at half of the fitted maximal effect; on the % scale 0 is the no-effect control and ±100 the full control effect; nearly all actives have a fitted effect of over 55% in size
Target sequence (P14618 whole entry, looked up): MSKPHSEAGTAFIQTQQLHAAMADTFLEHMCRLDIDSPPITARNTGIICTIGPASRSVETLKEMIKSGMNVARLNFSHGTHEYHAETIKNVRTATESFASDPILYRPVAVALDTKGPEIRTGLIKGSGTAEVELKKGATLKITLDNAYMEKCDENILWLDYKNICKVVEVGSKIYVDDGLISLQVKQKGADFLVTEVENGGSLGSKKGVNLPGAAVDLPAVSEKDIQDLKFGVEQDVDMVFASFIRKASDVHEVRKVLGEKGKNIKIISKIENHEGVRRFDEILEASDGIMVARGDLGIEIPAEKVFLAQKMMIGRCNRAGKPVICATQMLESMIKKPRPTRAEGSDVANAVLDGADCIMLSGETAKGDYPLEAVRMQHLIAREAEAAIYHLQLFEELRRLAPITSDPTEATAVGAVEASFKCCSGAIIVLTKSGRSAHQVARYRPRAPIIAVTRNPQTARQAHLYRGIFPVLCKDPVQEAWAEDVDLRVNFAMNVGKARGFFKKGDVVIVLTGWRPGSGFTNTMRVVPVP
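hPK-M2, >95% pure; 0.1 mM ADP / 0.5 mM PEP final; imidazole pH7.2 buffer w/ 7 mM MgCl2, 50 mM KCl; 1 h RT; Kinase-Glo lum. Intermediate enzyme activity for dual inhibitor/activator qHTS.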
TRPV1 agonist – activates the human vanilloid receptor TRPV1; activation, % at 8.33 µM; Q8NER1; 0.19% of 320,000 active; TRPV1-expressing cells, Fluo-8 calcium influx, agonist mode; in the data active means activation above about 80%; inconclusive means between about 30% and that limit; further: 0% is about no effect
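Cells expressing TRPV1 were dye-loaded with Fluo-8 and read kinetically: 10 s baseline, 3 min after compound (agonist portion), then 2 min after EC20 capsaicin (allosteric enhancer portion). Calcium-bound dye fluorescence at 480/520 nm.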
B2AR arrestin – agonists driving beta-arrestin recruitment to human beta2-adrenergic receptor; beta-arrestin recruitment to beta2AR, cell-based reporter; Potency, µM (highest dose often 46.1 µM), without a hit: at the highest dose activation, hits mostly activators; 0.02% of 330,000 active; AID 492947;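 further: potency means the concentration at half of the fitted maximal effect; 0% = DMSO controls and full agonism = EC100 isoproterenol or metaproterenol; nearly all actives have a fitted effect of over 65% in size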
Target sequence (P07550 whole entry, looked up): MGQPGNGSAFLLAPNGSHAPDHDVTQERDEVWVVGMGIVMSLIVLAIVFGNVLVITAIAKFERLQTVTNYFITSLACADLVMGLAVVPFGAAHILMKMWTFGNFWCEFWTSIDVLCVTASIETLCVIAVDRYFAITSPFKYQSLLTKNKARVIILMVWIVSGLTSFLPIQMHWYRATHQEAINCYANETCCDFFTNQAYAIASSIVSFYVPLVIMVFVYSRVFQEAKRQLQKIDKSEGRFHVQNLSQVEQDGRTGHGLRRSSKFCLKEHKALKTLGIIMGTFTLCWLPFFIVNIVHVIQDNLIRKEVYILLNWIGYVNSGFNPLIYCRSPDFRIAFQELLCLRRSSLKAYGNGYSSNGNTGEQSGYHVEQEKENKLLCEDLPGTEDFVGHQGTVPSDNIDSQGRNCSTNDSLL
Coupling enz – counter-screen for Giardia aldolase inhibitors: coupling enzyme system; coupling enzyme system counterscreen, AmpLite Red fluorescence; AID 2472; activity change, negative = inhibition, % at 58.2 µM, hits read low; 0.67% of 290,000 active; in the data active means activity change below about -30%; further: on the % scale 0 is the no-effect control and ±100 the full control effect
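Counterscreen lacking aldolase: glyceraldehyde-3-phosphate coupling-enzyme reagent preincubated 10 min at RT with compound (at 57.5 uM final), then substrate/coupling system with AmpLite Red added; fluorescence read at 525/598 nm after 20 min RT.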
MLL CXXC-DNA inh – blocks binding of human MLL CXXC domain to DNA; 0.037% of 290,000 active; MLL-CXXC / FITC-HOXA9 DNA fluorescence polarization; Potency, µM (highest dose often 115 µM), for the others: at the top dose activity change, negative = inhibition, actives largely listed as inhibitors; Q03164; active means well fitted inhibition curve with a large enough effect in the polarisation, with a control signal flat, not every such curve was filed as active; inconclusive means small, poorly fitted or top-dose-only effect, or effect the other way, or a change in a side signal; inactive means no such curve, though single readings can be large or run the other way; the % refers to the polarisation; further: potency means the concentration at half of the fitted maximal effect
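Steps: dispense CXXC domain solution (7 uM) → pin compounds or unlabeled HOX-A9 DNA control → 5 min ambient → add FLSN-HOX-A9 solution (50 nM) → spin → 30 min ambient → fluorescence polarization. Tris pH 7.5/NaCl/DTT/BSA buffer.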
Starred values were filed as active, the others as inactive; ? = inconclusive; . = no result given; [ ] = dose if it differs, or a comment. Unless noted, the call rests on the fitted dose curve; in most records, active means well fitted curve in the direction sought with a large enough effect; inconclusive means small, poorly fitted or top-dose-only effect, or another doubt; inactive means no such curve, though single readings can be large; an effect the other way counts as inactive or inconclusive.

SMILES	KCNH2 3.1 block	Giardia killer	KCNH2 WT inh	Menin MLL FP TR	GALK inh	USP2a block	PKM2 activator	TRPV1 agonist	B2AR arrestin	Coupling enz	MLL CXXC-DNA inh
Cc1cc(C)n(-c2cc(N3CCOCC3)ncn2)n1	2	0	4	0%	0%	-1%	0%	-1	-0.2%	1	0%
COC(=O)c1ccccc1-c1ccc(C=O)o1	8	-6	2	-3%	0%	9%	-16%	2	-0.8%	-5	-4%
CC1(C)CC(=O)C(Sc2nnc(-c3ccc(O)cc3)n2CC2CCCO2)C(=O)C1 (stereo not given)	0	-3	41	5%[11.7 µM]	2%	3%	2%	.	-3.0%	6	8%
O=C(NC(=S)Nc1nc(-c2ccccc2)cs1)c1ccco1	10	4	-28	?	-1%	3%	-8%	21	0.1%	0	5%
CCOc1ccccc1N1C(=O)CC(Sc2n[nH]c(-c3ccccc3)n2)C1=O (stereo not given)	-18	5	-8	5%	-1%	-1%	15%	2	0.3%	1	14%
CC(=O)Nc1ccc(NC(=O)C(=O)c2cn(CC(=O)N3CCCCC3)c3ccccc23)cc1	-22	18	-20	-14%	1%	6%	8%	2	-0.1%	-9	-5%
COc1ccc(-c2cnnc(N/N=C/c3ccc(-c4ccc([N+](=O)[O-])cc4)o3)n2)cc1	-149*	-6	-11	?	4%	-4%	-19%	-3	0.2%	-4	-5%
O=C1NCCCN1Cc1ccc(F)cc1Cl	-2	6	-31	-23%	0%	2%	14%	-5	1.1%	6	-1%
CSCCC(NC(=O)c1ccco1)C(=O)N1CCN(c2ccccc2O)CC1 (stereo not given)	3	-9	-8	.	.	0%	.	0	-1.0%	.	.
Cc1ccc(C)c(NC(=O)C(OC(=O)c2ccc(NC(=O)CC#N)cc2)c2ccccc2)c1 (stereo not given)	-71*	2	0	.	.	2%	.	2	0.3%	.	.
O=C(c1ccc(S(=O)(=O)NCc2ccco2)cc1)N1CCN(c2ccc(F)cc2)CC1	-22	4	-4	.	.	3%	.	24	-0.3%	.	.
Cc1ccccc1C(=O)N1CCN(S(=O)(=O)c2cccs2)CC1	0	-12	4	.	4%	-1%	15%	2	-0.4%	.	-7%
CCOc1ncccc1C(=O)OCC(=O)c1ccccc1Br	1	-2	-17	-15%	-1%	3%	0%	17	-0.9%	1	14%
CCN(c1ccc(OC)cc1)S(=O)(=O)c1cc(-c2cc(C)no2)ccc1OC	14	37[activator]	9	.	-6%	4%	.	17	-0.5%	.	0%
COC(=O)[C@@H](NC(=O)N1CCN(c2cccc(C(F)(F)F)c2)CC1)C(C)C	3	10	-1	-9%	0%	0%	-11%	6	0.2%	1	3%
CCN(C(=O)COC(=O)c1cccnc1SC)C1CCS(=O)(=O)C1 (stereo not given)	-12	-23	-7	1%	0%	4%	-10%	0	0.1%	4	-2%
Cc1ccc(C)c(NC(=O)CSc2nc3nc(-c4cccs4)cc(C(F)(F)F)c3c(=O)[nH]2)c1	19	-21	4	.	-3%	-13%	-6%	10	14%	18	?
Cc1ccc(OCCOC(=O)C2CCN(S(=O)(=O)c3ccc(C)c(C)c3)CC2)cc1	-13	9	7	.	.	1%	.	2	-0.1%	.	.
O=C(/C=C(\O)c1ccccc1)C(=O)NNC(=O)c1ccccc1	4	14	5	?	1%	1%	.	1	8.3%	0	?
Cc1n[nH]c(C)c1CCc1nc2c3ccccc3nc(SCC(=O)Nc3ccccc3F)n2n1	5	-2	25	?	0%	0%	12%	2	-0.1%	1	15%
COc1ccc(-c2nc(-c3ccccn3)nc(N3CCN(C)CC3)c2C#N)cc1	-7	4	-5	-10%	0%	2%	-1%	?	-0.1%	1	-12%
O=C(Nc1ccc(N2CCN(C(=O)C3CC3)CC2)cc1)c1cccs1	4	6	12	9%	3%	6%	-1%	-1	-0.3%	3	0%
O=C(Nc1cc(C(F)(F)F)ccc1N1CCOCC1)C1=NN(c2ccccc2)C(=O)CC1	14	6	8	.	-3%	4%	.	13	0.1%	.	5%
CC(C)(C)c1nc2ccc([N+](=O)[O-])cc2[nH]1	12	7	3	26%	4%	1%	5%	-10	-0.3%	0	2%
CCn1c2ccccc2c2nnc(SCC(=O)c3c(N)n(C)c(=O)n(C)c3=O)nc21	12	-1	.	-2%	0%	0%	0%	0	-0.2%	0	8%
CC1C(=O)Nc2ccc(S(=O)(=O)N3CCc4ccccc4C3)cc2NC1=O (stereo not given)	-9	3	0	14%	0%	3%	.	-6	-0.8%	0	24%
CCOc1ccc(Cl)cc1S(=O)(=O)n1cnc2ccccc21	-4	-4	3	-10%	-1%	-2%	1%	?	0.1%	0	-4%
Cc1ccccc1C1c2[nH]c3ccccc3c2CCN1Cc1cccn1-c1ncccn1 (stereo not given)	-24	22	-13	.	0%	9%	7%	2	-1.0%	1	18%
COc1ccc(Cc2nnc(NCCO)[nH]c2=O)cc1OC	9	-1	-118*	1%	.	2%	.	0	0.5%	0	-21%
CC(=O)Nc1ccc(S(=O)(=O)CCC(=O)O)cc1	6	10	-3	-15%	2%	-1%	5%	-5	-0.6%	1	-1%
O=C(O)c1sccc1SCc1ccc(Cl)cc1Cl	-20	-3	-4	.	-4%	2%	4%	.	0.0%	12	?
O=C(CN1CCSC1=O)N1CCN(S(=O)(=O)c2ccccc2)CC1	-9	22	5	.	.	2%	.	4	-0.2%	.	.
Cc1ccc(S(=O)(=O)N2CCOC23CCN(C(=O)c2ccccc2Br)CC3)cc1	-14	-20	7	.	-1%	-1%	.	-6	-0.2%	.	-2%
CC1CCCCN1C(=O)Cn1cc(C=O)c2ccccc21 (stereo not given)	1	19	-2	-2%	3%	0%	-1%	3	-2.7%	-2	7%
Cc1ccc(OC(=O)C(F)(F)F)c2c1NCCC2	9	-3	-6	-12%	-1%	2%	5%	3	0.0%	-11	-6%
C[C@H](CO)N1C[C@H](C)[C@@H](CN(C)C(=O)Nc2ccccc2)Oc2ccc(NC(=O)c3ccncc3)cc2C1=O	18	-4	20	.	.	-1%	.	.	-0.2%	.	.
COc1ccc(NC(=O)C2CCCN2C(=O)NCc2ccccc2)cc1OC (stereo not given)	5	-12	4	-1%	-3%	0%	-11%	-3	0.1%	1	-1%
CCn1c(N2CCC(Cc3ccccc3)CC2)nc2c1c(=O)[nH]c(=O)n2C	-3	-21	-1	?	-3%	6%	4%	5	0.2%	0	-4%
COCc1cc(=O)n2c(-c3ccc(C)cc3)n[nH]c2n1	-13	?	-1	2%	-3%	2%	3%	-5	-0.4%	-1	0%
Cc1ccc(C)c(NC(=O)CN(C)C(=O)c2ccc(-n3cncn3)c([N+](=O)[O-])c2)c1	-10	1	2	.	.	0%	.	2	0.3%	.	.
COc1ccc(OC)c(NC(=O)Nc2ccc3c(c2)OCO3)c1	4	-13	-11	?	6%	-1%	-12%	1	-0.4%	-4	-25%
Cc1ccc2c(c1)nnn2C1CCN(S(=O)(=O)c2ccc(C(=O)N(C)C)cc2)CC1	-11	-3	2	0%	-1%	2%	-3%	-3	0.1%	3	1%
COc1cc(C(=O)NCCOc2ccccc2)c(Br)c(OC)c1OC	3	-6	-1	2%	1%	-2%	6%	2	-0.1%	3	7%
Cc1ccc(CNC(=O)[C@@H]2CCC(=O)N2Cc2ccco2)cc1	-7	-7	-6	2%	5%	0%	3%	-5	0.2%	3	1%
CC(C)(C)NC(=O)CN(Cc1cccs1)C(=O)CNS(=O)(=O)c1ccc(F)cc1	7	12	-1	5%	5%	0%	-5%	0	-0.1%	2	-1%
CN(Cc1cc(-c2ccccc2)on1)C(=O)c1cc(COc2c(F)cccc2F)on1	-3	-20	-10	0%	2%	-8%	13%	11	-0.8%	-2	0%
CCOC(=O)CSc1nc2cc(C(F)(F)F)cnc2n1C	8	15	6	.	1%	0%	-2%	.	0.0%	-10	-23%
O=C(CCc1c[nH]c2ccccc12)NCCOc1ccccc1	-10	-17	-6	-13%	-1%	2%	0%	?	-0.1%	0	-7%
Cc1nc2ccc(Cl)cc2nc(C)/c1=N\O	-92*	-1	-9	28%	-6%	8%	7%	12	-3.3%	-33*	-4%
Cc1ccc(OCC(=O)NCCCNC(=O)c2ccccn2)cc1	-14	6	12	-21%	6%	-3%	.	-4	-0.2%	1	3%
CC1CCN(C(=O)c2cc(-c3ccco3)on2)CC1	16	8	25	-9%	15%	3%	4%	9	-0.1%	5	-1%

An excerpt; the hit share may differ from the screen's.
